From PubChem
PLC-beta3 inh = PLC-beta3 (human) inhibition, primary screen | Purified PLC-beta3, fluorogenic substrate, fluorescence | inhibition, % at 12.2 µM | hit rate 0.18% among 370,000 | AID 720704; in the data active = inhibition above about 11%;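 also: 0% = median of compound wells on plate and 100% = full blocker control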
ADAM17 inh = inhibitors of human ADAM17 | recombinant ADAM17, EDANS/DABCYL FRET peptide cleavage | inhibition, % at 6.95 µM | hit rate 0.83% among 370,000 | AID 720648;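 active = inhibition above the mean of compounds lying between control limits plus 3 SD, set per campaign, cut at about 8.5% in these data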;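 also: 0% = DMSO-only wells as the low control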
Target sequence (P78536 215-824 limits assumed): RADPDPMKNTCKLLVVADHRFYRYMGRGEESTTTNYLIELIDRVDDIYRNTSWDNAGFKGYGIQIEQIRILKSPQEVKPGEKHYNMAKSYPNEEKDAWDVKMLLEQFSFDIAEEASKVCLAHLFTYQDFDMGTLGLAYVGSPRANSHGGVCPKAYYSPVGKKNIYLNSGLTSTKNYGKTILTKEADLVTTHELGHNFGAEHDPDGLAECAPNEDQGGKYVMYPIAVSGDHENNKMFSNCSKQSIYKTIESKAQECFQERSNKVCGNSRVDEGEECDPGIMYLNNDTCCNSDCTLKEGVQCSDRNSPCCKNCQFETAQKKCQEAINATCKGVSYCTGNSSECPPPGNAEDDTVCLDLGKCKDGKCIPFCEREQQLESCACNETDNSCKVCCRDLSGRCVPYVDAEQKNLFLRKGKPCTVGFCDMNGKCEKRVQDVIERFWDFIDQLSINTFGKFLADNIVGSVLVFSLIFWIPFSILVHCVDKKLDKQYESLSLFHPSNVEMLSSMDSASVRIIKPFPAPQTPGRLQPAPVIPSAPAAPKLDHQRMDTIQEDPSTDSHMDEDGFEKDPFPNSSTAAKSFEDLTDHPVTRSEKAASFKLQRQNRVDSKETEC
HGIII-sPLA2 inh = Inhibits HGIII-sPLA2 liposome hydrolysis, primary screen; QFRET BODIPY PC-A2 liposome hydrolysis, fluorescence; inhibition, % at 12.2 µM; hit rate 0.56% among 370,000; AID 743126;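 active = inhibition above mean plus 3 SD of compounds lying within the high and low control bounds, cut at about 19% in these data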;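 also: 0% = median of test compound wells and 100% = no enzyme DMSO wells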
Target sequence (Q9NZ20 whole entry, looked up): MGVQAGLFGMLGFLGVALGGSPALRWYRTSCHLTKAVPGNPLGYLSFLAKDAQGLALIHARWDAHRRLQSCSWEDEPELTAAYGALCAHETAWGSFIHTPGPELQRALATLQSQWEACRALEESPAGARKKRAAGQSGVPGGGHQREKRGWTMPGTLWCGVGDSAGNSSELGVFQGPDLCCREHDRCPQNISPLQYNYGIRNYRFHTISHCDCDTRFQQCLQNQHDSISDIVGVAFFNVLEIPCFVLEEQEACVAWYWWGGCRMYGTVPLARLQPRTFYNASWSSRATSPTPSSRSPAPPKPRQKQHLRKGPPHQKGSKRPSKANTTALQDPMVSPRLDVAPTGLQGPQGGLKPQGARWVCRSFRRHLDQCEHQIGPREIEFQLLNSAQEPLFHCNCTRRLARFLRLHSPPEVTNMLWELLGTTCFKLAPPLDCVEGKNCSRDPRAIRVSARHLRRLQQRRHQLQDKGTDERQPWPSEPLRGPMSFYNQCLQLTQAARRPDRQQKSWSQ
DAX1 inh-1 = DAX1 (NR0B1) inhibition, primary screen. HEK293T StAR-luciferase reporter, SF-1/DAX-1 repression relief. inhibition, % at 6.8 µM. hit rate 1.1% among 370,000. AID 652010;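 active = inhibition above the mean over all tested compounds plus 3 SD, cut at about 3.6% in these data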;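 also: 0% = DAX-1 cells with DMSO and 100% = cells lacking DAX-1 with DMSO; higher inhibition means more luminescence from relief of DAX-1 repression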
DAX1 inh-2 = inhibits human nuclear receptor DAX1; inhibition, % at 6.75 µM; HEK293 Gal4-DAX1 luciferase reporter, luminescence; hit rate 0.99% among 340,000; AID 504766; P51843;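 active = inhibition above the mean over all tested compounds plus 3 SD, cut at about 4.2% in these data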;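 also: 0% = DAX1-transfected cells with DMSO and 100% = empty-vector control cells with DMSO; inhibition shows as a rise in luminescence from relieved DAX1 repression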
hgDAF12 agonist = agonists of H. glycines DAF-12 nuclear receptor; HEK293 GAL4-hgDAF12 UAS-luciferase reporter, agonist luminescence; normalized to butyrate control; activation, % at 6.8 µM; hit rate 1.8% among 370,000;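 active = activation above a cutoff set at the mean of all screened compounds plus 3 SD, cut at about 10% in these data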;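 also: 0% = DMSO wells and 100% = sodium butyrate wells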
hcDAF12 agonist = H. contortus DAF-12 activation, primary screen | HEK293 hcDAF-12 lit1-tk-luc reporter, luminescence; 0% DMSO, 100% Δ7-dafachronic acid | hit rate 1.4% among 370,000 | activation, % at 6.8 µM;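 active = activation above the mean of all tested compounds plus 3 SD, cut at about 5.5% in these data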;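 also: 100% = response to 3 µM Δ7-dafachronic acid high control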
FXN GAA850 act = activators of GAA850 frataxin (FXN) promoter; HEK293 lucGAA850 FXN promoter luciferase reporter, 24 h; percent of 10 µM SAHA response; hit rate 0.56% among 360,000; AID 540364; activation, % at 6 µM;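 active = activation above the average of all compounds screened plus 3 SD, cutoff fixed separately per campaign, cut at about 7.5% in these data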;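 also: 0% = DMSO wells and 100% = 10 µM SAHA wells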
ADAM10 inh = inhibits human ADAM10; O14672; recombinant ADAM10, EDANS/DABCYL FRET peptide cleavage, 3 h; inhibition, % at 7 µM; hit rate 0.62% among 370,000;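 active = inhibition above a per-campaign cutoff equal to the mean of compounds falling between control-based bounds plus 3 SD, cut at about 20% in these data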;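 also: 0% = DMSO wells while the 100% control is not disclosed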
ssDAF12 agonist = activators of S. stercoralis DAF-12 nuclear receptor; HEK293 ssDAF-12/GRIP1 lit1-tk-luc reporter, luminescence; % of 3 µM dafachronic acid response; activation, % at 6.8 µM; hit rate 1% among 370,000;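 active = activation above the mean over all tested compounds plus 3 SD, cut at about 0.9% in these data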;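 also: 0% = DMSO-only wells and 100% = 3 µM delta7-dafachronic acid wells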
PLCg1 inh = PLC-gamma1 (human) inhibition, primary screen | P19174 | purified PLC-gamma1, fluorogenic substrate, fluorescence | inhibition, % at 12.2 µM | hit rate 0.84% among 370,000; in the data active = inhibition above about 9.5%
Active calls of the source: *; i = inactive; · = not tested or not shown.

1. Cc1oc(-c2ccccc2F)nc1CS(=O)(=O)CC(=O)N1CCc2ccccc21
2. COc1ccc(C2=NOC(Cn3nc(C(=O)NCc4cccc(C(F)(F)F)c4)cc3-c3ccccc3)C2)cc1 (centres undefined)
3. CCCCOC(=O)Nc1nnc(/C=C/c2ccc(OC)cc2)s1
4. O=Cc1c[nH]c2ccc(S(=O)(=O)N3CCCCC3)cc12
5. Cc1ccc2c(c1)c1c(c(=O)n(-c3ccccc3C)c(=O)n1CC(=O)NCC1CCCO1)n2C (centres undefined)
6. COc1cccc(OC)c1C(=O)NC(=S)Nc1ccc(N2CCOCC2)c(Cl)c1
7. C[C@@H]1CN([C@H](C)CO)S(=O)(=O)c2ccc(-c3ccc(C(=O)N(C)C)cc3)cc2O[C@H]1CN(C)C(=O)Cc1ccccn1
8. Cn1c(=NC(=O)C2CC2)sc2cc(F)cc(F)c21

assay / entry,1,2,3,4,5,6,7,8
PLC-beta3 inh,3,4,-9,2,-271,6,3,-1
ADAM17 inh,2,1,-3,-2,i,1,2,-2
HGIII-sPLA2 inh,-8,3,-3,-11,9,4,14,8
DAX1 inh-1,0.3,0.2,0.1,0.9,-1.5,-0.3,-0.2,2.1
DAX1 inh-2,0.6,1.4,1.3,2.4,0.1,0.8,0.6,1.2
hgDAF12 agonist,2.1,3.6,1.8,0.3,0.3,-4.4,0.5,14*
hcDAF12 agonist,2.4,-1.5,-2.3,-0.9,-0.4,0.9,0.8,7.5*
FXN GAA850 act,-1.2,2.2,3.0,1.8,-0.3,1.0,-2.7,1.7
ADAM10 inh,4,10,-25,-1,i,3,1,-15
ssDAF12 agonist,-1.2,-1.4,-0.1,-1.4,-0.9,-1.3,-0.7,0.2
PLCg1 inh,4,0,-7,-1,-171,1,6,1

9. O=C(NCCc1ccccc1Cl)C1CCN(S(=O)(=O)c2cccs2)CC1
10. COc1ccc(NC(=O)c2cc(C3CCCCN3C(=O)CCc3ccccc3)on2)c(C)c1 (centres undefined)
11. CN(C(=O)c1ccoc1)c1ccc2ccccc2c1
12. CNS(=O)(=O)c1cc(Nc2ncnc3sccc23)ccc1C
13. Oc1c(I)cc(Cl)c2cccnc12
14. O=S(=O)(O/N=C1\CCCc2ccccc21)c1ccc(Cl)cc1
15. CCOc1ccc2ccccc2c1C1NC(=S)N(C)C(C)=C1C(=O)OC (centres undefined)
16. Cc1[nH]c2ccccc2c1C(=O)CSC(=S)N1CCN(C)CC1

assay / entry,9,10,11,12,13,14,15,16
PLC-beta3 inh,4,0,-7,-5,-3,0,6,-3
ADAM17 inh,-3,1,-5,-1,-1,0,-3,-2
HGIII-sPLA2 inh,-4,-4,1,1,6,9,7,-14
DAX1 inh-1,0.8,-1.9,-2.9,-0.4,-0.2,-0.1,-0.6,-0.3
DAX1 inh-2,-0.6,·,1.1,-0.5,0.0,0.2,3.7,1.6
hgDAF12 agonist,-0.1,0.8,2.9,2.7,-0.9,0.0,-0.7,-1.4
hcDAF12 agonist,-0.3,-2.1,-2.2,-1.4,2.6,-0.4,-0.8,-1.8
FXN GAA850 act,1.9,-0.1,1.9,1.6,-1.5,1.4,1.0,2.0
ADAM10 inh,4,-1,-1,-6,4,-2,4,2
ssDAF12 agonist,-1.5,-1.1,-1.2,-1.4,-0.7,-0.4,-1.4,-1.4
PLCg1 inh,2,4,-1,1,-4,-1,1,1

17. COc1ccc(C(=O)NN2CCOCC2)cc1
18. CC(C)(C)OC(=O)CNC(=O)c1[nH]cnc1C(=O)N[C@@H](Cc1ccccc1)C(=O)OC(C)(C)C
19. CN1CCc2c(sc3c2c(=O)n(-c2ccccc2)c2nnc(SCc4ccccc4)n32)C1
20. COc1ccc(CNC(=O)CN(Cc2ccco2)C(=O)CNS(=O)(=O)c2ccccc2)cc1
21. Cc1cc(C)cc(N2C(=O)C3CC=CCC3C2=O)c1 (centres undefined)
22. Cc1cn([C@H]2C[C@H](O)[C@@H](/C=C/C(=O)NCCN3CCOCC3)O2)c(=O)[nH]c1=O
23. COc1ccccc1CNC(=O)C1CCC(CNS(=O)(=O)c2cccs2)CC1 (centres undefined)
24. CCn1cc(C(=O)NCc2cccc(C(F)(F)F)c2)c(=O)c2ccc(C)nc21

assay / entry,17,18,19,20,21,22,23,24
PLC-beta3 inh,-5,-2,-35,1,4,-1,-4,0
ADAM17 inh,2,8,-13,2,0,-7,0,-2
HGIII-sPLA2 inh,1,-10,-5,-5,1,4,-9,1
DAX1 inh-1,0.7,-0.2,-0.3,-0.1,0.0,0.4,-0.4,-0.2
DAX1 inh-2,0.5,0.3,0.6,0.3,-0.6,·,-1.2,1.1
hgDAF12 agonist,-0.1,-1.3,-1.4,-2.0,-1.4,-3.5,-2.3,1.1
hcDAF12 agonist,-1.1,-1.2,-0.5,-2.4,-1.7,-1.3,0.1,-1.2
FXN GAA850 act,1.2,0.0,0.2,1.8,1.2,·,1.6,0.7
ADAM10 inh,5,9,-48,6,-1,-7,-4,0
ssDAF12 agonist,-1.2,-1.5,-1.1,-1.2,-1.3,-1.2,-1.6,-0.6
PLCg1 inh,3,-3,-29,3,-2,-1,0,2

25. O=C(CCn1c(=O)[nH]c2ccsc2c1=O)N1CC(=O)N(CCc2ccccc2)C(=O)C1
26. CCOC(=O)c1c(C)nc2sc3c(=O)n(-c4ccc(C(C)=O)cc4)nnc3c2c1-c1ccc(Cl)cc1
27. Cc1ccccc1CCN1CCCC(CN(C)C(=O)C(=O)c2ccco2)C1 (centres undefined)
28. COCCN(C(=O)CCN1C(=O)C2CC=CCC2C1=O)c1c(N)n(CC(C)C)c(=O)[nH]c1=O (centres undefined)
29. CCOc1ccc(C2Sc3ccccc3NC3=C2C(=O)OC3)cc1 (centres undefined)
30. COc1ccc(NC(=O)c2c(Cl)n(C)c3ccccc23)cc1
31. CCOc1ccccc1C(=O)Oc1ccc2ccc(=O)oc2c1
32. CC(C)=CCOc1ccc2c(C)c(CC(=O)N3C[C@H]4C[C@@H](C3)c3cccc(=O)n3C4)c(=O)oc2c1C

assay / entry,25,26,27,28,29,30,31,32
PLC-beta3 inh,6,3,-6,-8,0,1,i,-385
ADAM17 inh,-1,-3,-3,1,4,-1,-272,-372
HGIII-sPLA2 inh,-1,3,-2,-2,-29,-1,-3,-3
DAX1 inh-1,0.2,-0.2,1.9,1.3,-1.2,-0.8,-0.2,-0.5
DAX1 inh-2,0.5,-0.5,-0.1,-0.8,2.2,-1.8,0.1,1.9
hgDAF12 agonist,-1.4,0.3,-0.8,1.6,1.9,7.4,0.7,1.1
hcDAF12 agonist,-0.7,-1.9,0.9,0.6,0.0,8.2*,-0.6,-0.7
FXN GAA850 act,-2.8,-0.7,1.2,1.4,1.8,-2.9,-0.7,1.2
ADAM10 inh,-4,-6,1,-4,12,-5,i,i
ssDAF12 agonist,-1.2,-0.7,-0.9,-1.0,-1.3,1.0*,0.0,-1.4
PLCg1 inh,0,-1,0,3,2,3,i,-316

33. COc1cc(C)c(Br)cc1S(=O)(=O)NCc1ccncc1
34. O=P(O)(c1ccc(Cl)cc1)c1ccc(Cl)cc1
35. O=C(Nc1ccc2c(c1)oc1ccccc12)c1ccc(Br)o1
36. O=C(CN1C(=O)NC(c2ccccc2)(c2ccccc2)C1=O)NC1CCCCC1
37. Cc1nn(C(C)C(=O)N/N=C/c2ccc(N(C)C)cc2)c(C)c1[N+](=O)[O-] (centres undefined)
38. CCOc1ccc(NC(=O)CN(C)CC(=O)NC(C)c2ccccc2)cc1OCC (centres undefined)
39. COc1ccc(Cl)cc1N(CC(=O)NCCSCc1ccccc1)S(C)(=O)=O
40. Cc1ccc(Cn2c(NCCCn3ccnc3)nc3c2c(=O)n(C)c(=O)n3C)cc1

assay / entry,33,34,35,36,37,38,39,40
PLC-beta3 inh,3,-1,-32,-1,-3,-5,-8,9
ADAM17 inh,3,-5,0,-4,-2,-1,-1,0
HGIII-sPLA2 inh,0,-1,-1,3,0,-1,-10,-15
DAX1 inh-1,-2.3,-0.1,1.4,0.8,-0.2,-0.2,-0.5,-0.1
DAX1 inh-2,-2.7,-0.5,0.6,0.2,2.1,0.0,0.5,0.6
hgDAF12 agonist,-6.0,-0.8,4.5,-2.8,0.5,-0.5,1.2,1.0
hcDAF12 agonist,-4.2,-0.2,1.8,-1.4,-2.1,-0.5,-1.0,-1.0
FXN GAA850 act,-3.6,1.5,1.4,-0.6,0.6,-0.9,1.9,3.5
ADAM10 inh,0,-9,5,-11,2,5,-2,-2
ssDAF12 agonist,-0.7,-1.1,-1.3,-0.6,-1.9,-1.6,-1.7,-1.6
PLCg1 inh,4,1,-24,2,1,2,1,2

Profiles, looked up by structure. Values in the order: PLC-beta3 inh, ADAM17 inh, HGIII-sPLA2 inh, DAX1 inh-1, DAX1 inh-2, hgDAF12 agonist, hcDAF12 agonist, FXN GAA850 act, ADAM10 inh, ssDAF12 agonist, PLCg1 inh
Profile of O=C(CN1C(=O)NC(c2ccccc2)(c2ccccc2)C1=O)NC1CCCCC1 : -1, -4, 3, 0.8, 0.2, -2.8, -1.4, -0.6, -11, -0.6, 2
Profile of CCOc1ccc(NC(=O)CN(C)CC(=O)NC(C)c2ccccc2)cc1OCC (centres undefined) : -5, -1, -1, -0.2, 0.0, -0.5, -0.5, -0.9, 5, -1.6, 2
Profile of Cc1ccc(Cn2c(NCCCn3ccnc3)nc3c2c(=O)n(C)c(=O)n3C)cc1 : 9, 0, -15, -0.1, 0.6, 1.0, -1.0, 3.5, -2, -1.6, 2
Profile of COc1ccc(Cl)cc1N(CC(=O)NCCSCc1ccccc1)S(C)(=O)=O : -8, -1, -10, -0.5, 0.5, 1.2, -1.0, 1.9, -2, -1.7, 1

Carrying on.
41. Cc1ccc(/C(C#N)=C\c2ccc(N3CCOCC3)o2)cc1
42. CNC(=O)c1ccc(-c2ccc(F)cc2)s1
43. C[C@H](NC(=O)[C@@H]1CCCN1C(=O)[C@@H]1CCCN1C(=O)c1ccccc1)c1ccccc1
44. COc1ccc(Cc2nnc(SC)[nH]c2=O)cc1
45. CCN(C(=O)CCCCC(=O)N(CC)c1ccccc1)c1ccccc1
46. N#Cc1c(NC(=O)CSc2nnc(-c3ccccc3O)n2-c2ccccc2)sc2c1CCCC2
47. C/C(=N\NC(=O)CNC(=O)c1cccnc1)c1cccc(O)c1
48. COc1ccc(OC)c(C2SCCN2S(=O)(=O)c2cccc(C(F)(F)F)c2)c1 (centres undefined)

assay / entry,41,42,43,44,45,46,47,48
PLC-beta3 inh,-66,-1,1,1,0,3,-8,-5
ADAM17 inh,-22,-46,-3,1,-3,-3,2,5
HGIII-sPLA2 inh,-10,3,1,6,1,6,3,-8
DAX1 inh-1,-1.0,2.1,0.7,-0.6,0.0,0.7,0.5,-0.8
DAX1 inh-2,-0.5,0.6,·,1.2,-1.8,0.4,-2.0,-1.6
hgDAF12 agonist,-4.4,4.9,0.4,0.4,-0.1,-1.0,-0.3,-2.1
hcDAF12 agonist,-0.2,5.5,-1.7,0.3,-2.1,0.0,2.8,-3.3
FXN GAA850 act,22*,3.8,·,-1.1,-0.8,-0.5,0.2,0.0
ADAM10 inh,-51,-121,-6,3,7,7,0,9
ssDAF12 agonist,-1.1,-0.7,-0.7,-0.4,-2.0,-0.5,-0.5,-2.0
PLCg1 inh,-61,-5,0,0,2,3,0,-4
